Pemphigus Ab inh: inhibitors of pemphigus antibody binding to human desmoglein-3 | DSG3-coupled beads, scFv-anti-DSG3-GFP binding, flow cytometry; stronger effect = lower value | binding (percent of control), % at 10 µM | 0.48% of 310,000 active | AID 588358;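 active means binding more than 3 SD below its plate's average and above zero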;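 further: hits lower antibody fragment binding to DSG3; some compounds called inactive have numbers as strong as hits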
Arrestin-AP2 inh: inhibitors of human beta-arrestin and AP2 interaction; FITC-arrestin peptide / GST-AP2 beads, flow cytometry; AP2 beta2 appendage carries R879A mutation; inhibition, % at 10 µM; 0.31% of 340,000 active;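 active means inhibition above a set limit, near 3 SD of compounds lacking own fluorescence, cut at about 54% in these data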;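 further: plate controls were DMSO wells for no effect and 5 µM unlabelled arrestin peptide for full effect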
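Material – AP2 appendage R879A on GSH beads · Buffer or medium – PBS with 0.05% Tween 20 and 0.1% BSA · Probe or stimulus – fluorescein-tagged arrestin peptide at 50 nM final · Incubation – compound with beads 12 min RT, then probe 1 h RT · Detection – high-throughput flow cytometry of beads, ex 488, em 535 nm · Evaluation – percent response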
Cardiac RTF inh: cardiac RTF calcium desensitization; P19429+P45379; IANBD-labeled cardiac RTF, Ca2+ fluorescence; inhibition, % at 7.15 µM; 0.12% of 340,000 active; AID 493244;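 active means inhibition above the mean inhibition of all tested compounds plus 3 SD, cut at about 17% in these data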;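 further: assay run at fixed EC70 calcium of 1.6 mM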
C-LANA FP: blocks KSHV LANA C-terminal domain binding to DNA; inhibition, % at 9 µM; AID 504423; 0.078% of 340,000 active; MBP-C-LANA/FAM-LBS DNA binding, fluorescence polarization;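 active means highest replicate inhibition at or above 60% at 9 µM, even if other replicates fall short; inactive means all replicates below 60% inhibition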;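 further: 0% = neutral control wells and 100% = 4 µM acridine orange control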
V-ATPase pHluor: alters yeast V-ATPase proton transport | response, % at 10 µM | S. cerevisiae, pHLuorin cytosolic pH fluorescence | 0.37% of 350,000 active; in the data active means response mostly above about 7.3%, no sharp cut-off; inactive means mostly below about 5.4%; further: actives read high; inactives centre near 0; some compounds called inactive have numbers as strong as hits; reference of the scale not given here
Keap1-Nrf2 PPI: disrupts human Keap1 binding to Nrf2 peptide. 0.15% of 340,000 active. Q14145. Keap1 Kelch-Nrf2 peptide fluorescence polarization, 1536-well. inhibition, % at 9.4 µM; in the data active means inhibition above about 12%;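 further: human Keap1 Kelch domain with fluorescein labeled Nrf2 9mer peptide probe; 0% = neutral control wells and 100% = peptide positive control; higher means more block of Keap1 binding to Nrf2 peptide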
Target sequence (Q14145 whole entry, looked up, the tested form may be a part): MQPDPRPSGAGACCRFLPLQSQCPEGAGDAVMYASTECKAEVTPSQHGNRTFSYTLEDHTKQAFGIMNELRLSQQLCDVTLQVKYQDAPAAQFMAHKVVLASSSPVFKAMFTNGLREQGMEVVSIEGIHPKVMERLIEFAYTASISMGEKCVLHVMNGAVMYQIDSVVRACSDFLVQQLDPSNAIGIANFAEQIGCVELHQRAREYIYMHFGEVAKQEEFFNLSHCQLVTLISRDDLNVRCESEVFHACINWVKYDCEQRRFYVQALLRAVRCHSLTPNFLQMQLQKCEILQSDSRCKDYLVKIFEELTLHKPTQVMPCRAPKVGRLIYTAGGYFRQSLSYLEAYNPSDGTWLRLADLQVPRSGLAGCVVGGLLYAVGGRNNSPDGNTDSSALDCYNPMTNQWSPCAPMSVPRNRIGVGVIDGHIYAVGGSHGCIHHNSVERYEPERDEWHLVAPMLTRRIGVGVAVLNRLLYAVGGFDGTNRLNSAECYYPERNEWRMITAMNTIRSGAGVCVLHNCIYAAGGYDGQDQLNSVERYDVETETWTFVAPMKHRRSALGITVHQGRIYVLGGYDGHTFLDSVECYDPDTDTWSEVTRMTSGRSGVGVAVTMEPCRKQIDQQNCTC
RTF Ca sens act: increases calcium sensitivity of human cardiac regulated thin filaments; IANBD-labeled TnC RTF fluorescence at EC20 calcium; 0% EC20 calcium, 100% full calcium; activation, % at 7.2 µM; 0.24% of 340,000 active;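 active means activation above the mean over all tested compounds plus 3 SD, cut at about 30% in these data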;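 further: rise in fluorescence read as greater calcium sensitivity of cardiac thin filaments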
MOR-DOR inv ag: inverse agonist of human OPRM1-OPRD1 heterodimerization; cell-based MOR-DOR heterodimer luminescence, inverse agonism; inhibition, % at 9.3 µM; 0.21% of 340,000 active; in the data active means inhibition above about 22%, passing the limit was not always enough;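 further: 0% = cells with DMSO and 100% = wells without cells with DMSO; values of inactives mirror those of a sister screen read the other way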
OPRM1-OPRD1 ag: agonists of human mu-delta opioid receptor heterodimerization. cells, OPRM1-OPRD1 heterodimerization, luminescence. activation, % at 9.3 µM. 0.3% of 340,000 active. AID 504326; in the data active means activation above about 18%;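 further: 0% = vehicle-treated cells and 100% = reference agonist; values of inactives mirror those of a sister screen read the other way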
Wnt act: activates Wnt/beta-catenin signaling in a reporter cell assay; activator, plate reader; activation, % at 9.35 µM; 1.2% of 300,000 active; AID 743398; in the data active means activation above about 30%, passing the limit was not always enough;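 further: 0% = neutral control wells and 100% = positive control wells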
* hit, by the source's call; · = no result given; & = joins results of further samples.

#	smiles	Pemphigus Ab inh	Arrestin-AP2 inh	Cardiac RTF inh	C-LANA FP	V-ATPase pHluor	Keap1-Nrf2 PPI	RTF Ca sens act	MOR-DOR inv ag	OPRM1-OPRD1 ag	Wnt act
1	N/C(=N\OC(=O)Cc1ccc(-c2ccccc2)cc1)c1ccccn1	·	-2	-15	-1.1	4	-4	-2	-5	0.8	5
2	CS(=O)(=O)Nc1ccc2c(c1)C(=O)OC2	82	6	2	1.3	-1	-2	1	4	-0.8	·
3	CC1CCN(CCCNC(=O)CCNC(=O)Cn2cnc3ccccc3c2=O)CC1	·	7	-17	-0.7	5	-6	0	-5	0.8	-1
4	Cc1ccc(NC(=O)c2cccc(NC(=O)CCC(=O)O)c2)cc1C	100	2	-7	0.7	0	-2	7	6	-1.0	2
5	COc1ccc(-c2c(C)cc3oc(=O)cc(-c4ccccc4)c3c2C)cc1C=O	98	29	1	-1.4	-2	-4	-6	8	-1.6	-2
6	Cc1cccc(-c2cc3nc(C)cc(N4CC(C)CC(C)C4)n3n2)c1 (centres undefined)	·	-6	3	0.0	-3	-6	-4	3	-0.7	·
7	Cc1ccccc1CCN1CCCC(CN(C)C(=O)C(=O)c2ccco2)C1 (centres undefined)	·	28	-5	-0.8	-2	0	0	1	-0.2	3
8	Cc1cccc(Oc2ccccc2NC(=O)CSCC(=O)Nc2cc(C)on2)c1	·	-8	-1	-0.7	6	-1	9	0	-0.1	-7
9	CC(=O)N1CCc2cc(Br)cc(S(=O)(=O)NCCN3CCCCC3C)c21 (centres undefined)	106	4	3	0.7	3	-6	11	19	-3.2	0
10	Cc1ccc(NC(=O)c2ccc(S(=O)(=O)N3CCOCC3)cc2)cc1	102	4	6	0.6	5	4	-3	-6	0.9	0
11	C#CCOc1ccc(Cl)cc1/C=N/O	102	4	-1	1.4	2	5	-5	-1	0.2	-4
12	Cc1cc(OC(C)C(=O)N2CCN(c3ccc(F)cc3)CC2)c2c(C)cc(=O)oc2c1 (centres undefined)	99	21	-12	-0.1	-3	3	-10	12	-2.3	-1
13	Cc1nc([N+](=O)[O-])cn1CC(O)c1ccc(Cl)cc1 (centres undefined)	100	-6	·	-2.4	3	1	·	·	·	37*
14	COc1ccccc1C(=O)Nc1ccc(S(=O)(=O)N2CCN(C)CC2)cc1	107	-11	0	2.8	0	-7	2	10	-2.0	0
15	O=C(NN1C(=O)c2ccc(-c3ccc4c(c3)C(=O)N(NC(=O)c3cccnc3)C4=O)cc2C1=O)c1cccnc1	98	6	-7	-2.5	-2	-1	8	7	-1.3	-1
16	O=C(OCc1ccc(Cl)cc1)c1cccnc1Cl	100	0	-14	-0.2	0	0	-6	9	-1.8	-2
17	N#C/C(=C\c1cccnc1)c1ccccc1[N+](=O)[O-]	·	18	-10	1.0	-4	6	-8	1	-0.2	1
18	Cc1cccc(-n2c(C)c(C)c3c(N)ncnc32)c1	101	22	-17	-0.5	-2	-2	-3	3	-0.5	0
19	CCC(C)NCCOc1ccc(Br)cc1 (centres undefined)	102	-1	-6	1.0	1	0	-1	19	-3.1	0
20	Cc1cc(N2C(=O)C(O)=C(C(=O)c3cc4ccccc4o3)C2c2cccc(Br)c2)no1 (centres undefined)	90	-8	-2	3.2	0	-1	-9	10	-1.8	1
21	CC(CCc1ccccc1)NC(=O)COC(=O)c1cccc(N(C)C)c1 (centres undefined)	100	-1	-10	-2.3	0	-1	-1	8	-1.6	0
22	Cc1ccc(-c2cc(C(F)F)n3ncc(C(=O)NN4CCCCC4)c3n2)cc1	101	4	-19	-0.7	-3	2	-2	3	-0.5	-8
23	c1ccc(OCCCn2nnc(-c3cccnc3)n2)cc1	106	-8	1	1.5	5	-1	6	24	-4.3	0
24	O=C(CCCOc1ccccc1)Nc1nc2ccccc2[nH]1	98	-13	3	-1.8	-1	-2	-3	6	-1.3	4
25	O=C(N/N=C/c1cccnc1)c1ccc(O)cc1	97	35	1	0.1	-1	1	3	4	-0.7	0
26	CC(C)Cc1nc2oc3c(NCC(C)O)ncnc3c2c2c1CCCC2 (centres undefined)	·	-10	5	0.4	0	0	3	8	-1.6	-1
27	COCCOC(=O)c1c(C)oc2ccc(OC(=O)COc3c(F)c(F)c(F)c(F)c3F)cc12	104	-8	-11	1.0	-1	3	3	-5	1.1	·
28	Cc1cccc(-n2nc3c(c2NC(=O)c2ccco2)CSC3)c1C	87*	4	-1	0.4	6	-8	-1	14	-2.5	·
29	COc1ccc(OCCn2nnc(-c3ccc(Cl)cc3)n2)cc1	·	11	6	-1.6	-4	0	4	14	-2.7	·
30	O=C(CCc1ccc(O)c(O)c1)NNC(=S)NCCc1ccccc1	·	20	0	0.0	3	0	1	12	-2.3	-2

The list goes on; it opens with the 2 that closed the last part.
#	smiles	Pemphigus Ab inh	Arrestin-AP2 inh	Cardiac RTF inh	C-LANA FP	V-ATPase pHluor	Keap1-Nrf2 PPI	RTF Ca sens act	MOR-DOR inv ag	OPRM1-OPRD1 ag	Wnt act
29	COc1ccc(OCCn2nnc(-c3ccc(Cl)cc3)n2)cc1	·	11	6	-1.6	-4	0	4	14	-2.7	·
30	O=C(CCc1ccc(O)c(O)c1)NNC(=S)NCCc1ccccc1	·	20	0	0.0	3	0	1	12	-2.3	-2
31	Cc1cccc2c1NC(=O)C21OCC(CO)([N+](=O)[O-])CO1 (centres undefined)	112	37	0	-0.5	-3	-1	-8	8	-1.7	2
32	Clc1ccc(C2=Nc3cc(Cl)ccc3OC2)cc1	96	6	7	-2.1	-1	-3	-4	-2	0.3	17
33	CCOC(=O)c1nnsc1Nc1ccc(C)c(C)c1	100	-12	-4	0.8	-3	-5	1	-10	1.8	-1
34	COc1c2ccoc2nc2c(OC)cccc12	98	6	-12	-0.1	0	-10	7	13	-2.2	6&0
35	O=C(COC(=O)c1cc(-c2cccs2)nn1-c1ccccc1)Nc1ccc(Cl)c([N+](=O)[O-])c1	106	10	-5	3.2	-1	0	6	-19	4.2	-3
36	CCCC(c1nnnn1Cc1cccs1)N1CCN(c2ccc(OC)cc2)CC1 (centres undefined)	·	4	0	2.3	1	6	8	-4	0.6	-8
37	COc1ccc(N=Cc2[nH]c3ccccc3c2O)cc1	120	22	4	0.0	-2	-1	6	30*	-4.2	-8
38	COc1ccc(-n2cnnc2SCc2csc(-c3ccccc3)n2)cc1	104	3	-5	-0.2	-3	-3	3	4	-0.9	·
39	CCc1nc(SCC(=O)NC2CCCC2)c2oc3ccccc3c2n1	94	-8	3	-1.0	-5	4	-3	17	-3.3	2
40	O=C(CCn1c(=O)c2ccccc2n(Cc2cccnc2)c1=O)NCc1ccc2c(c1)OCO2	100	30	0	0.4	8	0	-5	12	-2.7	·
41	COc1ccccc1N1CCN(CCCOc2ccc(F)cc2)CC1	·	1	1	0.0	0	-1	-11	-1	0.2	-2
42	Cc1ccc([N+](=O)[O-])cc1NC(=O)c1ccc(CSc2ccccc2)cc1	105	4	-11	-0.9	6	1	-2	3	-0.5	-8
43	CC1=CC(C)[C@H](/C=N/n2c(=O)[nH]c3c([nH]c4ccc(C)cc43)c2=O)C(C)C1 (some centres undefined)	114	-3	-2	-1.4	-3	-4	4	-23	4.8	-16
44	COc1ccccc1NC(=O)C1CCCN1C(=O)NCc1ccccc1 (centres undefined)	102	8	10	-1.4	-6	-2	1	11	-1.9	2
45	CC(Sc1ccc2ccccc2n1)C(=O)O (centres undefined)	109	12	2	0.4	1	-4	-6	3	-0.6	-3&-2
46	COc1ccc(NC(=O)CN(C)C(=O)c2cccc(S(=O)(=O)N3CC4(C)CC3CC(C)(C)C4)c2)cc1 (centres undefined)	107	-11	-1	-3.6	-1	-2	-4	-2	0.4	0
47	CCOC(=O)c1c(NC(=O)COC(=O)/C=C/c2ccco2)sc2c1CC(C)(C)NC2(C)C	·	10	-21	-0.1	1	-2	-10	2	-0.4	·
48	O=C(CCCN1C(=O)c2ccccc2C1=O)NCC1CCCO1 (centres undefined)	103	31	-1	-0.3	2	1	0	12	-2.6	-5
49	CC(NC(=O)COc1cccnc1[N+](=O)[O-])c1ccc(Cl)cc1Cl (centres undefined)	102	-15	-6	1.7	0	4	-2	12	-2.4	0
50	CNC(=O)c1nnsc1S(=O)c1ccc(Cl)cc1 (centres undefined)	94	17	-5	-1.6	-2	-107	-4	15	-2.6	8
51	O=C(NCc1ccc(Cl)cc1)c1cc(=O)[nH]c2ccc(S(=O)(=O)N3CCOCC3)cc12	99	23	-10	2.7	4	-5	4	-6	1.1	1
52	CCC(=O)c1ccc(OC)c(OC)c1O	103	0	-3	-3.0	0	0	3	11	-2.3	1
53	COc1cccc(NC(=O)c2ccc(N3C(=O)C4CC=CCC4C3=O)cc2)c1 (centres undefined)	96	4	3	0.1	1	-5	-3	8	-1.5	-5
54	CC(C)N(C(=O)[C@H]1CC(CC(=O)NCCCN(C)C)C(=O)N2CCc3c([nH]c4ccccc34)[C@]12C)C(C)C (some centres undefined)	95	8	-15	-2.2	-1	-7	-6	7	-1.6	-1
55	COc1ccc(NC(=O)CSc2ccc([N+](=O)[O-])cc2)cc1S(=O)(=O)N1CCOCC1	94	-11	0	-1.1	-1	-4	0	-5	1.2	-1
56	CN(C)CCCOC(=O)COc1ccc(C(C)(C)C)cc1	101	-2	0	1.7	1	0	-7	4	-0.6	-2
57	CCN(CC)C(=O)Cn1nc(-c2ccccc2O)nc1SCC(=O)Nc1ccc(OC)cc1	102	-1	-3	0.4	5	-3	2	7	-1.1	-5
58	COc1cc(OC)cc(-c2nnc(NC(=O)CCS(=O)(=O)c3ccccc3)o2)c1	99	16	-2	0.8	-4	0	-5	6	-1.0	0
59	Cc1ccc(Cn2nc(C)cc2C(=O)Nc2ccc(Cl)cc2)cc1	101	1	·	·	4	·	·	·	·	-2
60	Cc1ccc(OCC(=O)NNC(=S)NC(=O)C(C)(C)C)c(Br)c1	100	35	6	0.5	-5	-3	-7	26	-5.3	1
61	CC(C)(CNC(=S)NCCc1ccccc1)CNC(=S)NCCc1ccccc1	87	28	-3	-0.4	4	-3	-2	-6	0.9	-10
62	COc1ccccc1CCNC(=O)c1ccc(Br)s1	·	-10	5	-0.2	0	-1	3	7	-1.8	9
63	CCN(CC)c1ccc2cc(C#N)c(=O)oc2c1	108	10	·	3.2	-15	-31	·	·	·	4
64	Cc1nc(SCc2c(F)cccc2Cl)c2c(=O)n(C)c(=O)n(C)c2n1	84	18	-7	-0.6	5	3	0	12	-2.2	-4
65	COc1ccccc1CC(=O)Nc1ccc(-c2noc(COc3ccc(Br)cc3)n2)cc1	95	-3	0	-0.9	1	-3	0	-37	8.6	·
66	COC(=O)CCC(=O)Nc1ccc(S(=O)(=O)N2CCCCCC2)cc1	108	2	-4	0.6	-5	-5	0	7	-1.6	·

Quoted from the listing:
Value of cpd 65 under Keap1-Nrf2 PPI: -3
Value of cpd 66 under Pemphigus Ab inh: 108
Value of cpd 62 under Wnt act: 9

Source: PubChem BioAssay
